Mdm2 MdmX PPI = inhibitors of human Mdm2-MdmX association, primary screen, cell-based, luminescence, split luciferase, SaOS-2, uHTS; inhibition, % at 8 µM; SaOS-2 split-luciferase Mdm2/MdmX complementation; AID 485346, 2010; Protein Mdm4 (Homo sapiens) + E3 ubiquitin-protein ligase Mdm2 (Homo sapiens), …; 330,000 tested, 3% active;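 active = inhibition of at least 50% at 8 µM in the primary screen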
Target sequence (O15151 whole entry, looked up): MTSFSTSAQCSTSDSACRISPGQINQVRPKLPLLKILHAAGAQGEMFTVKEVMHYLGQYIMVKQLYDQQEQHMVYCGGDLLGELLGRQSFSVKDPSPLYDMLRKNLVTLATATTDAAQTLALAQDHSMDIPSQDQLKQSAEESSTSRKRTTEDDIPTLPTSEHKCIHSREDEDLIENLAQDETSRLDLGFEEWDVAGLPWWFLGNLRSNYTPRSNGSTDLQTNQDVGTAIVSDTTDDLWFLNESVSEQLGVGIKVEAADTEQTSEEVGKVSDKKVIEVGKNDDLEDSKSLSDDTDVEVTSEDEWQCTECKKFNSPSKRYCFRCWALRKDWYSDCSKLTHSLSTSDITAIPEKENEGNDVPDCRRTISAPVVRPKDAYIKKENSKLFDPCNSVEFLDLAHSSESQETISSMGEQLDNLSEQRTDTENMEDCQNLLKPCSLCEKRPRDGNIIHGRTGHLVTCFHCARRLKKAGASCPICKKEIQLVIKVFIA
Target sequence (Q00987 whole entry, looked up): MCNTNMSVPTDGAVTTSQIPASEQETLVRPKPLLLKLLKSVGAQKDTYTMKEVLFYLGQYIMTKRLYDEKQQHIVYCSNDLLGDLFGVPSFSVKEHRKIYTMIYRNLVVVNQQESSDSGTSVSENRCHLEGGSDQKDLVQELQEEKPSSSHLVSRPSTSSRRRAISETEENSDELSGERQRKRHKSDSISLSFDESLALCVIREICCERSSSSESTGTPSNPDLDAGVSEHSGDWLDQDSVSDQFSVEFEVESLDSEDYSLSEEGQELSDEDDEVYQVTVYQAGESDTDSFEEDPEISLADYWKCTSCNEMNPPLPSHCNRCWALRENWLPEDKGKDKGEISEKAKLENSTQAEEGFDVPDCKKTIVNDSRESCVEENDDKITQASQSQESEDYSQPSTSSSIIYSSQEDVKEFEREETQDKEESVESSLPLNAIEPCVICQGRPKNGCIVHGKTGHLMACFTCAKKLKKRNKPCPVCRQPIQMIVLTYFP
TIM10 inh = growth inhibitors of isogenic TIM10 control yeast, primary screen, counter-screen for tim10-1 yeast inhibitor project, luminescence, uHTS; inhibition, % at 10 µM; 330,000 tested, 1.4% active; AID 463195, 2010; S. cerevisiae TIM10 strain growth, BacTiter-Glo luminescence, 24 h;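 active = inhibition of 40% or more at the single tested concentration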;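 also: wild-type TIM10 isogenic control strain grown at permissive 25 °C; 0% = DMSO yeast wells and 100% = minimal medium wells without yeast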
NALP3 yeast inh = NALP3 inflammasome inhibitors in reconstituted yeast, primary screen, luminescence, uHTS. 330,000 tested, 0.39% active. AID 2825, 2010. inhibition, % at 10 µM. Yeast reconstituted NLRP3/ASC/caspase-1, beta-gal luminescence, 24 h;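 active = inhibition of 50% or more; inactive = inhibition below 50%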;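 also: plate controls were induced DMSO wells for no effect and uninduced yeast grown without galactose for full effect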
APJ agonist = agonists of human apelin receptor APJ, primary screen, CHO-K1 cells, PathHunter beta-arrestin, luminescence. AID 2520, 2010. activation, % at 20 µM. P35414. 330,000 tested, 0.11% active. 0% DMSO wells, 100% apelin;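 active = activation more than six SD over the plate average, tested at 20 µM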;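 also: 0% = DMSO alone and 100% = apelin-13 at 10 nM; some results filed as inactive read as strong as hits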
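Assay system – PathHunter CHO-K1 APJ (AGTRL-1) beta-arrestin reporter cells · Compound – one dose, 20 µM compound, 1% DMSO · Timing – compound 90 min 25 °C, reagent 1 h · Measured by – luminescence from split beta-galactosidase complementation, Galacton Star/Emerald II substrate · Measure – beta-arrestin recruitment to APJ as agonist activity, luminescent signal · Benchmarks – DMSO vs Apelin-13 10 nM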
tim23-1 inh = growth inhibitors of tim23-1 mutant yeast, primary screen, luminescence, uHTS; S. cerevisiae tim23-1 growth, BacTiter-Glo luminescence, 24 h; inhibition, % at 20 µM; 330,000 tested, 1.3% active; AID 463212, 2010;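 active = growth inhibition of the mutant yeast at or above 50%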;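 also: temperature-sensitive mutant grown at 25 °C; plate controls were DMSO-treated mutant yeast for no effect and medium wells lacking yeast for full effect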
XBP1 UPR activ = activators of adaptive XBP1 UPR arm, primary screen, cell-based, CHO-XBP1 luciferase reporter, luminescence, uHTS; IRE1-XBP1 UPR activation; percent of tunicamycin response, DMSO as zero; activation, % at 20 µM; 330,000 tested, 0.33% active;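 active = versus positive control, 20 µM dose yields 30% or more activation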;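 also: 100% = tunicamycin at 10 µg/mL and 0% = DMSO only wells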
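assay system = CHO-XBP1 luciferase reporter cells | amount = 1000 cells/well | buffer or medium = F12 plus 10% FBS | compound dosing = single point, 20 µM final compound, 1% DMSO | incubation = 16-18 h cell attachment at 37 °C, then 6 h compound exposure | detection = Steady-Glo luminescence read | controls = tunicamycin 10 µg/mL and vehicle-only wells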
GRIN3A LBD mod = binders of NR3A ligand-binding domain, primary screen, biophysical, differential scanning fluorimetry, uHTS; 340,000 tested, 2.5% active; NR3A LBD differential scanning fluorimetry, Tm shift; 0% = protein alone, 100% = glycine-bound protein; Tm shift relative to glycine control, % at 25 µM; AID 1259313, 2017;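 active = melting temperature shift of at least 10% of the positive control shift, at one fixed dose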
UPR CHOP act = activators of apoptotic CHOP UPR arm, primary screen, cell-based, CHO-CHOP luciferase reporter, luminescence, uHTS. UPR activation; percent of tunicamycin response over DMSO baseline. activation, % at 10 µM. 330,000 tested, 0.34% active;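 active = at 10 µM dose, activation of 40% or more, normalized to positive control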;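 also: 100% = tunicamycin at 10 µg/mL and 0% = DMSO alone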
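System: CHO CHOP reporter cells. Amount: 500 cells per well. Buffer or medium: F12 medium, 10% FBS. Compound dosing: one dose, 10 µM in 0.5% DMSO. Incubation: 6 h compound exposure at 37 °C after overnight seeding. Technique: Steady-Glo luciferase luminescence. Benchmarks: tunicamycin and DMSO controls.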
tim10-1 inh = growth inhibitors of tim10-1 mutant yeast, primary screen, luminescence, uHTS; S. cerevisiae tim10-1 ts strain growth, BacTiter-Glo, 24 h; inhibition, % at 20 µM; 330,000 tested, 2.2% active; AID 463190, 2010;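 active = inhibition of at least 40%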;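 also: mutant grown at 25 °C; 0% = DMSO wells with yeast and 100% = wells holding no yeast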
* hit, by the source's call; . = no result given. Compounds as they come; about 8.2% have a hit in one of these screens.

SMILES	Mdm2 MdmX PPI	TIM10 inh	NALP3 yeast inh	APJ agonist	tim23-1 inh	XBP1 UPR activ	GRIN3A LBD mod	UPR CHOP act	tim10-1 inh
NC(=O)C1CCN(c2oc(/C=C/c3ccc(F)cc3)nc2S(=O)(=O)c2ccccc2)CC1	11	19	-7	-2	24	5	-1	3.3	2
O=C(Cc1ccccc1)Nc1nc2ccccc2s1	-6	18	34	-6	43	-2	-3	7.6	36
CC(C)N(Cc1ccccc1)C(=S)NC1CCCCC1	-14	16	-3	-4	18	1	-1	-1.1	51*
Cc1cccc(NC(=O)[C@H](Cc2ccccc2)NC(=O)[C@@H]2Cc3ccccc3CN2)c1	-2	1	13	-4	2	-1	1	2.2	5
CCOC(=O)c1c(-c2ccccc2)csc1NC(=O)c1cc2ccccc2oc1=O	1	12	13	1	17	1	8	0.0	4
COc1ccc(C)cc1NC(=O)CSc1nnc(CC(=O)Nc2ccccc2C)n1C	8	-62	4	-3	-1	3	-1	0.6	11
O=C(COC(=O)Cc1ccccc1F)Nc1ccc(Cl)cn1	20	18	18	-3	7	1	-2	2.0	7
O=C(Cn1ncc2c3ccccc3n(Cc3ccccc3F)c2c1=O)NC1CC1	4	-4	1	1	11	-3	3	0.3	11
CCOC(=O)/C(=N/Nc1ccc(OC)cc1)N1CCCc2ccccc21	-8	-1	23	-6	24	-2	-1	3.5	-35
Cc1ccc(-c2cc([C@H]3[C@@H]4C=CCC[C@@]4(C)C(=O)N3Cc3ccccc3)ccc2F)cc1	17	13	-1	-8	13	7	-2	-2.6	24
CCc1cccc(N(C(=O)c2csnn2)C(C(=O)NC(C)(C)C)c2ccccn2)c1 (centres undefined)	37	6	5	-2	17	-2	0	-1.1	18
O=C1C2CC=CCC2C(=O)N1c1ncn[nH]1 (centres undefined)	24	3	-1	-1	-19	0	-2	0.5	4
Cc1ccc(S(=O)(=O)N2CCC(O)(c3cccnc3)CC2)cc1	-9	2	9	-2	17	0	-1	0.9	6
CCOC(=O)C1CN(S(=O)(=O)c2ccc(OC)cc2)c2cc(Cl)ccc2O1 (centres undefined)	22	15	16	-2	13	-2	-3	-0.2	18
C=CCN(c1ccccc1C(=O)O)S(=O)(=O)c1ccc(C)cc1	2	13	21	-3	8	-5	-1	-1.9	-2
CCOC(=O)C1(Cc2ccc(Cl)cc2)CCN(C(=O)c2sc(C)nc2C)CC1	-4	26	6	-4	10	3	-5	3.6	34
O=C(O)Cn1c(SCCOc2ccc(Cl)cc2)nc2ccccc21	13	5	14	0	5	-5	1	0.5	-9
O=C(c1cccc(C(=O)N2CCN(Cc3ccccc3)CC2)c1)N1CCN(Cc2ccccc2)CC1	14	-7	18	-1	3	-2	1	-0.6	1
Cc1cc(C)n2nc(C(=O)OCC(=O)NC3CCCCC3)nc2n1	21	-1	0	-3	2	-2	1	1.7	1
COc1ccc(-n2c(=O)c3c4c(sc3n(CC(=O)Nc3cc(C)[nH]n3)c2=O)CCCC4)c(OC)c1	-16	7	-16	-3	5	0	0	0.7	0
COc1cccc(NC(=O)CCN2C(=O)C3CC=CCC3C2=O)c1 (centres undefined)	-19	10	6	-4	1	-6	2	4.5	-2
CCN1C(=O)/C(=C2/C=CC=CN2C)OC1=S	-17	4	21	-5	4	3	-1	-2.5	8
N#CC1=C(N)Oc2c(oc(CO)cc2=O)C1c1ccsc1 (centres undefined)	11	-23	19	-4	1	1	0	0.6	13
O=S(=O)(c1ccc2oc3ccccc3c2c1)N1CCOCC1	14	5	12	0	17	-2	-2	-3.0	37
COc1ccc(-c2cc(CS(=O)(=O)c3ccccc3)on2)cc1	-130	-2	14	-3	11	12	2	4.6	-52
Other entries follow.
SMILES	Mdm2 MdmX PPI	TIM10 inh	NALP3 yeast inh	APJ agonist	tim23-1 inh	XBP1 UPR activ	GRIN3A LBD mod	UPR CHOP act	tim10-1 inh
CC(C)(C)C(=O)Cn1ncc(N2CCOCC2)c(Cl)c1=O	-18	-11	-19	-5	0	0	0	2.9	-4
O=[N+]([O-])c1ccc(N2CCN(Cc3ccncc3)CC2)cc1	17	-6	4	-1	12	-1	-1	2.0	8
Cc1ccc(NC(=O)COC(=O)CNC(=O)c2ccc(C)s2)cc1	-8	-9	16	0	-5	0	1	-1.1	6
O=C(CSc1nc2ccccc2c(=O)n1-c1cccc(C(F)(F)F)c1)NC1CC1	7	-6	5	-1	-2	-1	0	-3.0	21
COc1ccc([N+](=O)[O-])cc1N(CC(=O)N1CCCCC1)S(C)(=O)=O	0	-8	14	0	24	-3	-3	2.1	-6
CC1(C)Cc2c(sc(NC(=O)COc3ccc(Cl)cc3)c2C(N)=O)C(C)(C)N1	26	16	-15	-4	9	-6	-2	-0.5	16
CC(=O)N1CCN(C(=O)CCNS(=O)(=O)c2ccc(Br)cc2)CC1	9	6	4	-3	3	-1	0	1.9	5
CSc1ccc(-c2nnn(CC(=O)NCc3ccccc3)n2)cc1	50	-7	19	-1	-3	-2	-4	-0.7	-4
Cc1ccc(OCCCC(=O)Nc2cc(Cl)ccc2-n2cncn2)cc1	12	5	32	13	16	-1	2	0.9	5
Cc1cc(C)c(OCC(=O)OCC(=O)N2CCc3ccccc3C2)c(C)c1	10	-1	21	-5	21	-4	2	3.5	19
Nc1[nH]c(=O)nc(Nc2ccccc2)c1N=O	5	5	24	2	-13	-1	0	-0.9	-1
C#CCSc1nnnn1-c1ccc(OCC)cc1	23	0	22	-1	1	-4	-2	2.8	11
CN(C)N1C(N)=C(C#N)C(c2ccc3c(c2)OCO3)C2=C1CC(C)(C)CC2=O (centres undefined)	-6	17	22	0	14	-4	-1	2.0	11
Cc1ncc([N+](=O)[O-])n1CC(=O)Nc1ccc(Br)cc1	-2	-7	13	-5	6	1	2	-1.4	14
Cn1cccc1Cc1nnc(SCC(=O)N2CCc3ccccc32)n1-c1ccc(F)cc1	15	2	4	-2	12	1	1	-2.0	9
CCOC(=O)c1ccc(Cl)c(NC(=O)c2cccnc2)c1	4	14	3	-3	-6	-4	.	-0.4	6
O=C1CC(c2cccs2)c2ccc3ccccc3c2N1 (centres undefined)	12	17	-8	1	30	1	-1	2.3	27
Cc1c(N)cccc1N	-12	-1	16	4	11	1	0	2.6	2
Cc1cc(S(=O)(=O)Nc2ccc(C(=O)NCc3cccnc3)cc2)ccc1F	2	-1	12	2	5	2	0	1.7	-12
O=C(O)c1ccoc1CN1CCCCC1	5	14	5	-3	2	-1	1	-2.0	3
COc1ccc(C2(c3ccc(O)cc3O)CC(c3ccccc3Cl)NC(=S)N2)cc1 (centres undefined)	-27	2	16	3	30	0	-6	1.0	9
S=c1[nH]nc(Cc2ccc(Cl)cc2)o1	-19	-28	5	-4	-11	1	2	0.8	-19
CC1CCN(c2ccc(C(=O)O)cc2)CC1	2	8	27	-2	19	-1	0	-0.3	16
Cc1cc(C)cc(N2CCCn3c2nc2c3c(=O)n(CC(=O)OCc3ccccc3)c(=O)n2C)c1	31	-1	23	2	25	-4	1	-1.7	6
Cc1ccccc1NC(=O)CSc1nnc(NC(=O)C2CC2)s1	-9	-15	21	-2	3	-1	-2	1.4	4

A draw from above in order of SMILES length, falling:
SMILES	Mdm2 MdmX PPI	TIM10 inh	NALP3 yeast inh	APJ agonist	tim23-1 inh	XBP1 UPR activ	GRIN3A LBD mod	UPR CHOP act	tim10-1 inh
Cc1cc(C)cc(N2CCCn3c2nc2c3c(=O)n(CC(=O)OCc3ccccc3)c(=O)n2C)c1	31	-1	23	2	25	-4	1	-1.7	6
CN(C)N1C(N)=C(C#N)C(c2ccc3c(c2)OCO3)C2=C1CC(C)(C)CC2=O (centres undefined)	-6	17	22	0	14	-4	-1	2.0	11
CC1(C)Cc2c(sc(NC(=O)COc3ccc(Cl)cc3)c2C(N)=O)C(C)(C)N1	26	16	-15	-4	9	-6	-2	-0.5	16
COc1ccc([N+](=O)[O-])cc1N(CC(=O)N1CCCCC1)S(C)(=O)=O	0	-8	14	0	24	-3	-3	2.1	-6
O=C(CSc1nc2ccccc2c(=O)n1-c1cccc(C(F)(F)F)c1)NC1CC1	7	-6	5	-1	-2	-1	0	-3.0	21
Cc1cc(S(=O)(=O)Nc2ccc(C(=O)NCc3cccnc3)cc2)ccc1F	2	-1	12	2	5	2	0	1.7	-12
Cc1cc(C)c(OCC(=O)OCC(=O)N2CCc3ccccc3C2)c(C)c1	10	-1	21	-5	21	-4	2	3.5	19
Cc1ccc(OCCCC(=O)Nc2cc(Cl)ccc2-n2cncn2)cc1	12	5	32	13	16	-1	2	0.9	5
CSc1ccc(-c2nnn(CC(=O)NCc3ccccc3)n2)cc1	50	-7	19	-1	-3	-2	-4	-0.7	-4
Cc1ccccc1NC(=O)CSc1nnc(NC(=O)C2CC2)s1	-9	-15	21	-2	3	-1	-2	1.4	4
CCOC(=O)c1ccc(Cl)c(NC(=O)c2cccnc2)c1	4	14	3	-3	-6	-4	.	-0.4	6
Nc1[nH]c(=O)nc(Nc2ccccc2)c1N=O	5	5	24	2	-13	-1	0	-0.9	-1
Cc1c(N)cccc1N	-12	-1	16	4	11	1	0	2.6	2

Complete entries, quoted from the list. Values in the order: Mdm2 MdmX PPI, TIM10 inh, NALP3 yeast inh, APJ agonist, tim23-1 inh, XBP1 UPR activ, GRIN3A LBD mod, UPR CHOP act, tim10-1 inh
O=C(O)c1ccoc1CN1CCCCC1 as listed: 5, 14, 5, -3, 2, -1, 1, -2.0, 3
Cc1cc(S(=O)(=O)Nc2ccc(C(=O)NCc3cccnc3)cc2)ccc1F as listed: 2, -1, 12, 2, 5, 2, 0, 1.7, -12

(more compounds)
SMILES	Mdm2 MdmX PPI	TIM10 inh	NALP3 yeast inh	APJ agonist	tim23-1 inh	XBP1 UPR activ	GRIN3A LBD mod	UPR CHOP act	tim10-1 inh
Cc1ccc(Cl)cc1N1CCN(C(=O)c2ccc(CS(=O)Cc3ccc(Cl)cc3)o2)CC1 (centres undefined)	-6	2	1	-2	3	-9	-1	1.1	45*
O=S(=O)(c1ccc2ccccc2c1)N1CCc2ccccc21	4	7	27	1	8	-7	1	3.6	-4
COc1cc(-c2nnc(SCC(=O)Nc3cc(C)on3)n2C)cc(OC)c1O	13	8	21	2	5	-1	-2	-1.6	10
COc1ccc(-c2nnc(SCC(=O)Nc3ccc(C)cc3)n2C)cc1	5	-25	14	-8	-4	-3	1	0.6	5
COc1ccc(CNC(=O)C2CCC(CNS(=O)(=O)c3cccc4cccnc34)CC2)cc1 (centres undefined)	18	-11	6	-6	-1	-3	3	1.8	-11
COc1cccc(C(=O)Nc2ccc3[nH]ncc3c2)c1OC	4	-1	18	-1	19	1	1	0.3	-8

Screening results: PubChem, Sanford-Burnham Center for Chemical Genomics
